# CRFBP-R2 block: CRF-BP/CRF-R2 complex antagonism; HEK293 CRF-R2/CRF-BP, CRF-induced calcium fluorescence; inhibition, % at 11.8 µM; actives 0.59% (n = 350,000); AID 588475;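 active = inhibition of the ligand-induced calcium signal above about 50% at the single tested concentration, limit read from the data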
# p-CIP stab down: p/CIP protein destabilization. Q05BA5. F442A p/CIP-EGFP cells, EGFP fluorescence, 16 h. decrease of EGFP signal, % at 10 µM. actives 0.01% (n = 290,000);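 active = EGFP signal decrease of at least 30% at 10 µM or well 3 SD below plate mean, unless failing retest; inactive = the rest, including hits failing retest or dose response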; also: some compounds called inactive have numbers as strong as hits; many of its hits are not listed in these tables
# MEKK3 PB1 HTS: MEKK3-MEK5 PB1 interaction, increase or decrease; actives 1.4% (n = 290,000); bead-based flow cytometry, Alexa488-MEK5 binding to MEKK3; actives lie on both sides; 0 = blocked by unlabeled MEK5, 100 = vehicle; binding response (% of control), % at 10 µM; AID 1529;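 active = binding response more than 3 SD above or below the average of its plate-row segment, actives on both sides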;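 also: Alexa488 bead fluorescence after subtracting the streptavidin-only scavenger bead signal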
# PHOSPHO1 inh: blocks human PHOSPHO1 phosphatase activity; Q8TCT1; inhibition, % at 13.3 µM; recombinant PHOSPHO1, absorbance phosphatase assay; actives 1.1% (n = 290,000); in the data active = inhibition above about 60%
# IDE cell activ: boosts human insulin-degrading enzyme activity in HEK cells | actives 0.073% (n = 340,000) | P14735 | FAbeta-B cleavage, fluorescence polarization; 0% vehicle, 100% cell-free pure enzyme wells | AID 493087 | activation, % at 5.96 µM;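 active = activation above the mean of all tested compounds plus 3 SD, set per screening campaign, cut at about 17% in these data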
# Target sequence (P14735 whole entry, looked up): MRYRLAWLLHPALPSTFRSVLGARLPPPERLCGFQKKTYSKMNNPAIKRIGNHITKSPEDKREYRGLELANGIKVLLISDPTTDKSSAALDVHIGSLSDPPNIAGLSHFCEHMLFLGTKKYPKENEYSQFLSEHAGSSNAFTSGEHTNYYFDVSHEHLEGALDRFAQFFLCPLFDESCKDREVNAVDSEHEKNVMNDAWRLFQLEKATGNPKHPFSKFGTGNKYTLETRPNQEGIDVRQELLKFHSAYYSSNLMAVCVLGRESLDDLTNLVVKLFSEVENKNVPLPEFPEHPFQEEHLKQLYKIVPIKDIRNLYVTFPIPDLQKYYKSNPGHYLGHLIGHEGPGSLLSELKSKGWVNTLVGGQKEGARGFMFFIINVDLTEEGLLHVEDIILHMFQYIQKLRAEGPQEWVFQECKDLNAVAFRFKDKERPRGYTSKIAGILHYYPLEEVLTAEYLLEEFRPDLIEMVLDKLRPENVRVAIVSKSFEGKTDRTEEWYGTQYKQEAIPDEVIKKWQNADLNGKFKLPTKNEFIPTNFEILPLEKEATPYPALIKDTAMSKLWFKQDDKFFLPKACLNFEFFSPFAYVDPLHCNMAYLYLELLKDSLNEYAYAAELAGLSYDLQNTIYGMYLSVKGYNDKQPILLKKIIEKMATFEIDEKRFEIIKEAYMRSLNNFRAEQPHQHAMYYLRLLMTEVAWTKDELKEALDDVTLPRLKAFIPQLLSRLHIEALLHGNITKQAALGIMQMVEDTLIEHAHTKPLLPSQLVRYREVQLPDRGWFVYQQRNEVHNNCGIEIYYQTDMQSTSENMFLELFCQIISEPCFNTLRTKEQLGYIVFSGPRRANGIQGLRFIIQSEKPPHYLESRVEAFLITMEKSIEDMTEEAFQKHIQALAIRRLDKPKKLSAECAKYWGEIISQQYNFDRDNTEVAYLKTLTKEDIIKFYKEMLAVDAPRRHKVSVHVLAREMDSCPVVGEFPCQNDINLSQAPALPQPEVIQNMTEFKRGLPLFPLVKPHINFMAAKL
# GalR3 antagonist: human GalR3 antagonism. O60755. HEK293 GalR3-CNG cAMP membrane potential fluorescence; galR3 body fused to GalR1 C-terminus. inhibition, % at 3 µM. actives 0.44% (n = 360,000). AID 651719;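 active = inhibition above the screen-wide average plus 3 SD, cut at about 13% in these data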;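 also: forskolin and galanin both at EC90 stimulate the cells; cAMP rise reported by CNG channel membrane potential dye signal; 0% = forskolin plus galanin with DMSO and 100% = forskolin alone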
# M4 PAM: CHRM4 positive allosteric modulation; CHO-K1 hM4/Gqi5, Fluo-8 calcium fluorescence, ACh EC20; 0% = ACh EC20, 100% = maximal ACh; activation, % at 3 µM; actives 0.4% (n = 360,000); AID 624126;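 active = activation above its plate's cutoff, the mean activation of sample wells plus 3 SD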; also: some results filed as inactive read as strong as hits
# IDE cell inh: inhibitors of human insulin-degrading enzyme in cells. inhibition, % at 5.59 µM. HEK cells, FAbetaB cleavage, fluorescence polarization. P14735. actives 0.41% (n = 320,000);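 active = percent inhibition above the average of all tested compounds plus 3 SD, set per screening campaign, cut at about 16% in these data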;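 also: IDE supplied by intact live HEK cells; FP after avidin binding of uncleaved biotin substrate so inhibition keeps polarization high; 0% = DMSO wells and 100% = 60 µM reference IDE inhibitor Ii1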
# CRFR2-BP ag: agonists of human CRF-binding protein/CRF-R2 receptor complex; HEK293 CRF-R2/CRF-BP, calcium dye fluorescence (FLIPR); percent of saturating CRF peptide response; activation, % at 13.2 µM; actives 0.46% (n = 350,000); AID 588473;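 active = activation of at least 50%, plus an integration ratio under a set limit after plate pattern correction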;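 also: plate controls were neutral control wells without compound for no effect and CRF at EC100 for full effect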
# An asterisk follows results filed as active; . = no result given; [ ] = another dose, or the depositor's remark.
CRFBP-R2 block	p-CIP stab down	MEKK3 PB1 HTS	PHOSPHO1 inh	IDE cell activ	GalR3 antagonist	M4 PAM	IDE cell inh	mol	CRFR2-BP ag
0	-1	102	29	1	-2	-9	-2	Cc1cc(OCC(=O)Nc2ccncc2)ccc1[N+](=O)[O-]	1.6
-5	1	92	3	4	-7	-16	2	Cn1c(CNC(=O)OC(C)(C)C)nnc1SCc1c(Cl)cccc1Cl	4.5
-28	6	100	15	-1	-6	-4	3	COc1cc(CNn2nnnc2N)cc(Br)c1OCc1c(Cl)cccc1Cl	-0.7
-24	-2	80	2	-5	-7	1	4	Cc1ccc2nc(Cl)c(/C=N/NC(=O)[C@H]3C[C@@H]3c3ccccc3)cc2c1	-0.2
31	8	102	-9	-1	.	5	1	CCOC(=O)N1CCC(N2C(=O)c3ccccc3C2Nc2ccccc2)CC1 (stereo unspecified)	0.6
1	-4	111	-42	0	-3	-1	-1	O=C(OCCN1C(=O)c2ccccc2C1=O)c1ccco1	-0.3
3	-8	124	-2	1	-4	5	1	O=C(Cc1ccccc1)NNC(=O)c1cnccn1	-1.4
-33	-11	102	9	8	1	4	6	COc1nc(C)nc2c1sc(=S)n2C	5.5
28	0	.	2	-2	0	0	0	COc1cc(C)ccc1OCCOc1c(C)cccc1Cl	1.6
-5	-25	107	33	-7	-1	-5	1	COC(=O)C(NS(=O)(=O)c1ccc(N2CCCC2=O)cc1)c1ccccc1 (stereo unspecified)	0.3
-21	-7	83	-3	4	-2	6	5	Cc1ccc(/C=N/N2CCN(C3c4ccccc4-c4ccccc43)CC2)s1	-0.5
1	6	51*[inhibitor]	30	-2	-4	-1	1	COc1ccc(CNc2nnnn2C)cc1	0.4
-1	-3	104	48	-2	-5	-2	-3	CCOc1ccc(NC(=O)Nc2cccnc2)cc1	0.3
10	-4	95	-3	5	1	10	0	N#Cc1c2n(c3c(=O)n(CC(=O)c4ccc([N+](=O)[O-])cc4)cnc13)CCCCC2	-1.6
1	-14	100	15	-5	-8	0	4	COc1ccccc1N1C(=O)Cc2ccccc2C1=O	-0.6

# Continuation:
CRFBP-R2 block	p-CIP stab down	MEKK3 PB1 HTS	PHOSPHO1 inh	IDE cell activ	GalR3 antagonist	M4 PAM	IDE cell inh	mol	CRFR2-BP ag
-6	-12	104	-2	-4	-8	23*	2	COc1ccc(NC(=O)c2cc(=O)c3ccccc3o2)cc1Cl	-2.4
12	.	.	.	-2	-4	7	.	O=C1CC[C@@H]2CC(N3CCN(c4ccccc4)CC3)C[C@@H]3CCN1[C@H]23 (stereo partly specified)	0.2
-4	-3	99	32	7	-4	8	4	CC(C)C(OC(=O)CCC(=O)Nc1nccs1)C(=O)NC1CCCCC1 (stereo unspecified)	-1.0
1	-3	98	38	-1	1	-4	2	CC(=O)Nc1sc(C)c(C)c1CN1CCN(S(=O)(=O)c2ccccc2)CC1	4.5
5	-9	100	3	7	-4	-4	-4	O=C(Nc1ccc(F)cc1)NC1(C(=O)NCc2ccc3c(c2)OCO3)CCCCC1	-3.0
-16	-4	94	25	1	0	4	3	Oc1ccc(N2CCN(C(c3cccs3)c3nnnn3CCc3ccccc3)CC2)cc1 (stereo unspecified)	1.9
-15	.	.	.	6	-4	6	.	O=C1CC2C(CCC23OCCO3)c2ccc3ccccc3c21 (stereo unspecified)	-2.4
4	-18	99	37	5	-3	7	4	COc1ccc2[nH]cc(C(=O)CN3CCCC(C)C3)c2c1 (stereo unspecified)	0.0
-42	-8	109	-2	3	-5	-4	1	CC1CCN(Cc2c(O)ccc3c(=O)c(-c4nc5ccccc5s4)c(N)oc23)CC1	44
-3	-4	117	30	3	-11	10	9	Nc1nc2ccccc2cc1S(=O)(=O)c1ccccc1	0.7
-1	4	98	15	-3	-3	-7	-1	Cc1ccc(C(=O)Oc2cccc(NC(=O)c3cccs3)c2)cc1S(=O)(=O)N1CCOCC1	4.0
3	4	106	-12	5	-7	0	-4	CN(c1ccccc1)S(=O)(=O)c1ccc(C(=O)OCC(=O)NC(N)=O)cc1	-1.5
-8	-1	101	22	1	-1	0	5	COc1cccc(C(=O)Nc2ccc(S(=O)(=O)Nc3cc(C)nc(C)n3)cc2)c1	-1.7
0	4	105	29	2	2	-6	4	C=CCN(c1ccccc1C(=O)NCC(=O)OCC)S(=O)(=O)c1ccc(C)cc1	-0.7
1	8	109	32	2	7	3	1	CCC(=O)OCC(=O)Nc1cc(S(=O)(=O)N(C)C)ccc1Cl	-2.6

# Filtered by structure, the entries above with a halogen (7)
CRFBP-R2 block	p-CIP stab down	MEKK3 PB1 HTS	PHOSPHO1 inh	IDE cell activ	GalR3 antagonist	M4 PAM	IDE cell inh	mol	CRFR2-BP ag
-5	1	92	3	4	-7	-16	2	Cn1c(CNC(=O)OC(C)(C)C)nnc1SCc1c(Cl)cccc1Cl	4.5
-28	6	100	15	-1	-6	-4	3	COc1cc(CNn2nnnc2N)cc(Br)c1OCc1c(Cl)cccc1Cl	-0.7
-24	-2	80	2	-5	-7	1	4	Cc1ccc2nc(Cl)c(/C=N/NC(=O)[C@H]3C[C@@H]3c3ccccc3)cc2c1	-0.2
28	0	.	2	-2	0	0	0	COc1cc(C)ccc1OCCOc1c(C)cccc1Cl	1.6
-6	-12	104	-2	-4	-8	23*	2	COc1ccc(NC(=O)c2cc(=O)c3ccccc3o2)cc1Cl	-2.4
5	-9	100	3	7	-4	-4	-4	O=C(Nc1ccc(F)cc1)NC1(C(=O)NCc2ccc3c(c2)OCO3)CCCCC1	-3.0
1	8	109	32	2	7	3	1	CCC(=O)OCC(=O)Nc1cc(S(=O)(=O)N(C)C)ccc1Cl	-2.6

# Continuation:
CRFBP-R2 block	p-CIP stab down	MEKK3 PB1 HTS	PHOSPHO1 inh	IDE cell activ	GalR3 antagonist	M4 PAM	IDE cell inh	mol	CRFR2-BP ag
10	9	98	-2	-1	-1	-5	3	Cc1ccc(S(=O)(=O)NCCC(C)C)cc1[N+](=O)[O-]	-0.5
3	.	.	.	4	-4	1	.	Nc1cc(=O)n(Cc2ccccc2)c(=O)n1Cc1ccccc1	-0.2
3	.	.	.	1	1	5	-6	Cc1noc(C)c1S(=O)(=O)N1CCC(C(=O)O)CC1	0.1
-37	-1	96	3	6	.	6	-1	Cc1nnc(NC(=O)CSc2nnc(Cc3cccn3C)n2-c2cccc(C(F)(F)F)c2)s1	8.7
17	.	.	.	7	-4	8	-3	CN(C(=O)c1ccc(NC(=O)Cc2ccc(NC(=O)C3CCN(C(=O)C4CC4)CC3)cc2)cc1)C1CC1	-3.4
-5	-7	104	30	-3	-6	5	2	O=C(Nc1ccccc1)C1=C[C@@H](c2ccc(Br)cc2)C[C@@H](OCc2ccc(CO)cc2)O1	2.6
2	-18	100	12	-3	-2	-3	-1	Nc1ccc(C(=O)OCC(=O)c2cccc([N+](=O)[O-])c2)cc1	-0.9
-40	-8	104	-16	8	-5	1	7	C=CCNc1nc(N)c([N+](=O)[O-])c(Nc2ccccc2OC)n1	-4.4
-8	-6	103	-3	-2	-2	-3	-3	COc1ccc(OC)c(-n2nnnc2SCC(=O)Nc2ccc(C(=O)N3CCCCC3)cc2)c1	-1.0
3	.	.	.	3	-5	0	4	CCN1CCN(C(=O)C2CCN(C(=O)Nc3ccccc3)CC2)CC1	0.2
-5	-7	95	16	-5	-6	0	11	CCN(CC(=O)NCc1cccs1)C(=O)c1ccccc1F	-2.3
-11	-13	88	-9	1	1	-3	-2	COC(=O)c1ccc(NC(=O)C2CCCN2S(=O)(=O)c2ccc(OC)cc2)cc1 (stereo unspecified)	0.2
10	-4	100	16	1	-4	1	1	CC1CN(S(=O)(=O)c2ccc(NC(=O)c3ccco3)cc2)CC(C)O1 (stereo unspecified)	-0.8
12	-11	96	28	-1	-1	0	2	O=C(NN=C1CCCCCC1)c1ccc2c(c1)OCO2	0.8
-15	-1	103	-11	6	-8	-11	4	OC(COC(c1ccccc1)c1ccccc1)CN1CCc2ccccc2C1 (stereo unspecified)	0.0

# One compound at a time, as listed above. Values in the order: CRFBP-R2 block | p-CIP stab down | MEKK3 PB1 HTS | PHOSPHO1 inh | IDE cell activ | GalR3 antagonist | M4 PAM | IDE cell inh | CRFR2-BP ag
# Listed for Cc1nnc(NC(=O)CSc2nnc(Cc3cccn3C)n2-c2cccc(C(F)(F)F)c2)s1 → -37 | -1 | 96 | 3 | 6 | . | 6 | -1 | 8.7
# Listed for O=C(Nc1ccccc1)C1=C[C@@H](c2ccc(Br)cc2)C[C@@H](OCc2ccc(CO)cc2)O1 → -5 | -7 | 104 | 30 | -3 | -6 | 5 | 2 | 2.6
# Listed for Cc1noc(C)c1S(=O)(=O)N1CCC(C(=O)O)CC1 → 3 | . | . | . | 1 | 1 | 5 | -6 | 0.1
# Listed for O=C(NN=C1CCCCCC1)c1ccc2c(c1)OCO2 → 12 | -11 | 96 | 28 | -1 | -1 | 0 | 2 | 0.8
# Listed for CC1CN(S(=O)(=O)c2ccc(NC(=O)c3ccco3)cc2)CC(C)O1 (stereo unspecified) → 10 | -4 | 100 | 16 | 1 | -4 | 1 | 1 | -0.8

# (continued)
CRFBP-R2 block	p-CIP stab down	MEKK3 PB1 HTS	PHOSPHO1 inh	IDE cell activ	GalR3 antagonist	M4 PAM	IDE cell inh	mol	CRFR2-BP ag
-5	17	106	17	-2	0	5	3	Cc1cccc(NC(=S)NN2CCN(C)CC2)c1C	-0.9
2	5	105	29	0	-5	1	-12	O=C(c1ccco1)N1CCN(C(=O)c2ccc(COc3ccc(F)cc3)o2)CC1	0.8
-22	-6	102	-23	.	.	.	4	CS(=O)(=O)c1ccc(S(=O)CC(=O)Oc2ccc(Cl)cc2)c([N+](=O)[O-])c1 (stereo unspecified)	50
3	.	.	.	5	1	7	-1	Cc1cc(C(=O)OCC(=O)NC2CCCC(C)C2C)c(C)o1 (stereo unspecified)	-0.3
-7	-1	101	12	5	-9	-4	2	CC(C(=O)OCC(=O)c1ccc(Br)cc1)N1C(=O)C2C3C=CC(C3)C2C1=O (stereo unspecified)	0.7
-12	-11	103	-12	1	-3	-6	-4	Cc1ccc([N+](=O)[O-])cc1S(=O)(=O)NCCc1c(C)[nH]c2c(C)cccc12	-1.2
-5	4	92	20	6	-5	-6	-1	CNS(=O)(=O)c1ccc2ccccc2c1	-0.3
7	-20	106	14	7	-2	-1	-2	COc1ccc(NC(=O)c2cccc(N3C(=O)c4cccc([N+](=O)[O-])c4C3=O)c2)cc1	-0.9
8	-2	102	25	8	2	0	6	CNC(=S)NNC(=O)c1cc(-c2cccnc2)nc2ccccc12	-0.2
-8	3	101	21	5	-8	-6	1	COc1ccc(OC)c(NC(=O)C2CCCN2S(=O)(=O)c2cccc3nsnc23)c1 (stereo unspecified)	-2.2

# Taken from above:
# In IDE cell activ, `Cc1cc(C(=O)OCC(=O)NC2CCCC(C)C2C)c(C)o1` (stereo unspecified) has 5
# In MEKK3 PB1 HTS, `CNC(=S)NNC(=O)c1cc(-c2cccnc2)nc2ccccc12` has 102

# High-throughput results as filed in PubChem BioAssay.
